NALP1 inh = inhibitors of NALP1 inflammasome in yeast; S. cerevisiae NALP1/ASC/caspase-1 growth, X-gal OD620, 72 h; inhibition, % at 10 µM; 0.61% of 280,000 active; AID 2071; in the data active = inhibition mostly above about 24%, no sharp cut-off; inactive = mostly below about 32%; note: some compounds called inactive have numbers as strong as hits
PfM18AAP inh = blocks P. falciparum M18 aspartyl aminopeptidase; recombinant PfM18AAP, H-Glu-NHMec fluorogenic cleavage; inhibition, % at 7.35 µM; 1.2% of 290,000 active; AID 1822;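 active = inhibition above the campaign mean inhibition over all tested compounds plus 3 SD, cut at about 28% in these data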;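 note: 0% = plate median of test compound wells and 100% = 2 mM ZnCl2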
MEKK2 mut-MEK5 = signal of MEK5 binding to mutant human MEKK2 PB1 domain; percent response, % at 10 µM; bead flow cytometry, Alexa488-MEK5 binding to MEKK2 mutant; AID 1530; 0.35% of 290,000 active; in the data active = percent response above about 24%, passing the limit was not always enough; note: inactives centre near 1; some results filed as inactive read as strong as hits; reference of the scale not given here
OXTR agonist = agonists of human oxytocin receptor | 0.32% of 320,000 active | CHO-OTR cells, Fluo-8 calcium fluorescence; normalized: DMSO 0%, oxytocin 100% | activation, % at 3 µM;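 active = activation above the mean of all tested compounds plus 3 SD, cutoff set per screening run, cut at about 20% in these data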;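 note: peak over basal fluorescence ratio from a 100 s FLIPR kinetic read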
Target sequence (P30559 whole entry, looked up): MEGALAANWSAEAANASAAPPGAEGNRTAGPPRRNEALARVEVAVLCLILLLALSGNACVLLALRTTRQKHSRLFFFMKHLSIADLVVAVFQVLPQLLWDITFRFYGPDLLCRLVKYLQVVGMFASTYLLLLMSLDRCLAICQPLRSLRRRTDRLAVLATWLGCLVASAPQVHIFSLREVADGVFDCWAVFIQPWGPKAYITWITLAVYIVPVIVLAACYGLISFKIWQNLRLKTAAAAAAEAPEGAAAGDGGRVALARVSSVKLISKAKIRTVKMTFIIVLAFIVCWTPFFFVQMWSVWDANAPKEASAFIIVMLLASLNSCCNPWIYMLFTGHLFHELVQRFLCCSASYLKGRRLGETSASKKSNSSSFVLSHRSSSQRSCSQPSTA
PHOSPHO1 block = blocks human PHOSPHO1 phosphatase activity | Q8TCT1 | recombinant PHOSPHO1, absorbance phosphatase assay | inhibition, % at 13.3 µM | 1.1% of 290,000 active | AID 1565; in the data active = inhibition above about 60%
GPR7 antagonist = human neuropeptides B/W receptor 1 antagonism. GPR7-expressing cells, fluorescence antagonist assay. inhibition, % at 4.4 µM. 1.1% of 290,000 active. AID 1861; in the data active = inhibition above about 16%, passing the limit was not always enough;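 note: cells stimulated with the agonist NPW; 0% = agonist with vehicle and 100% = vehicle without agonist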
MEKK2wt PB1 HTS = raises or lowers MEK5 binding to wildtype human MEKK2 PB1 domain | Q9Y2U5 | bead flow cytometry, Alexa488-MEK5 binding to MEKK2 WT; actives lie on both sides | binding response (% of control), % at 10 µM | 1.1% of 290,000 active | AID 1531; in the data active = binding response below about 67% or above about 130%
DNA FID counter = counter-screen for HCV NS3 helicase inhibitors: DNA intercalator displacement. DNA fluorescent intercalator displacement, fluorescence. inhibition, % at 7.9 µM. 0.17% of 290,000 active. AID 1845; in the data active = inhibition above about 37%;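 note: 0% = vehicle and 100% = reference compound; higher means more ethidium bromide displaced from hairpin DNA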
MEKK3 PB1 HTS = raises or lowers MEK5 binding to the human MEKK3 PB1 domain | binding response (% of control), % at 10 µM | 1.4% of 290,000 active | Q99759 | bead-based flow cytometry, Alexa488-MEK5 binding to MEKK3; actives lie on both sides; 0 = blocked by unlabeled MEK5, 100 = vehicle;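 active = binding response more than 3 SD above or below the average of its plate-row segment, actives on both sides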;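 note: Alexa488 bead fluorescence after subtracting the streptavidin-only scavenger bead signal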
Target sequence (Q99759 whole entry, looked up, the tested form may be a part): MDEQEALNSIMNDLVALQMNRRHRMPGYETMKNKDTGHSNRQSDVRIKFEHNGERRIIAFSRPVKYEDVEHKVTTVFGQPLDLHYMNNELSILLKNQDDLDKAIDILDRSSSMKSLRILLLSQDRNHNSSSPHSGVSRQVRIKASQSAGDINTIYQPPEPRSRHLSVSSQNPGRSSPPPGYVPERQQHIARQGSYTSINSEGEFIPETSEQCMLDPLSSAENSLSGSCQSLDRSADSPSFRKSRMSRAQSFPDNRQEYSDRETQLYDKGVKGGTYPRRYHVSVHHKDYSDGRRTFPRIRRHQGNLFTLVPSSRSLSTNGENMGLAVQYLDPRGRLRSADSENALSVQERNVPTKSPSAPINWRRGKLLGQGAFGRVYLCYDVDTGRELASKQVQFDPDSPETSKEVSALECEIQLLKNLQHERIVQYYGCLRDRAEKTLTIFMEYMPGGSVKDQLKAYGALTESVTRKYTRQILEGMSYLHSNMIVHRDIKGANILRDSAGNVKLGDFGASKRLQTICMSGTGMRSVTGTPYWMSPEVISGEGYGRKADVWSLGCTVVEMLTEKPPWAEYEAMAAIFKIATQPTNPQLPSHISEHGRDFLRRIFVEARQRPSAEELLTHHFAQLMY
* hit, by the source's call; . = no result given.

A first look (16 entries):
SMILES	NALP1 inh	PfM18AAP inh	MEKK2 mut-MEK5	OXTR agonist	PHOSPHO1 block	GPR7 antagonist	MEKK2wt PB1 HTS	DNA FID counter	MEKK3 PB1 HTS
Cc1ccc(/C=N/c2sc3c(c2C#N)CCC3)s1	40	20	13	0.4	11	-7	98	-2	99
O=C(NCC1CCCO1)C(=O)NCC(c1ccco1)N1CCN(c2ccccc2)CC1 (stereo unspecified)	19	-2	-1	0.4	-4	-5	104	-33	102
COc1ccc(CC(=O)OCc2cc3cccc(C)c3[nH]c2=O)cc1	-2	4	4	-0.5	-28	-3	100	-10	102
O=C(CSc1ccc2ccccc2c1Br)Nc1cccc(S(=O)(=O)NC2=NCCCCC2)c1	5	3	-4	1.7	-1	-2	94	-23	92
CCc1cccc(C)c1NC(=S)N(CCOC)C(C)c1ccco1 (stereo unspecified)	.	-1	-2	-2.2	34	-3	98	-4	103
Cc1ccc(C)c(NS(=O)(=O)c2c(C)[nH]c(C)c2C(=O)N2CCCCC2)c1	-5	3	4	1.5	20	1	103	-33	100
O=C(COC(=O)c1cn(-c2ccccc2)nc1-c1ccccc1)c1ccc([N+](=O)[O-])cc1	20	2	10	-0.4	1	2	113	-3	103
COc1cccc(CN(C)C(=O)Cc2c[nH]c3ccccc23)c1OC	2	-1	4	2.8	28	3	110	-21	106
CCOC(=O)c1c[nH]c2c(Cl)c(Cl)ccc2c1=O	18	4	-6	-0.3	-16	8	95	1	96
COc1ccc(CNC(=O)COC(=O)/C=C/c2ccc(S(=O)(=O)N3CCOCC3)cc2)cc1	-1	1	-1	3.9	-7	-7	100	-9	99
O=c1c2ccccc2sn1-c1ccc(S(=O)(=O)N2CCCC2)cc1	17	33*	6	8.1	-18	2	105	-4	106
CN(C)c1ccc2nsnc2c1[N+](=O)[O-]	-4	1	-15	0.6	42	-5	92	3	97
CN(C)CCCNC(=S)NCc1ccc(Cl)cc1	32	-3	13	1.1	4	-2	129	4	102
Fc1ccc(COc2cccc(CNCc3ccncc3)c2)cc1	-22	-18	-6	6.5	10	11	97	30	97
CCc1nnc(NC(=O)CSc2nnc(-c3ccccc3OC)n2-c2ccc(C)cc2)s1	10	2	1	-1.1	45	-3	97	-37	95
Cc1cc(C(C)c2ccccc2)c(O)c(CN2CCOCC2)c1C (stereo unspecified)	-11	4	5	-2.7	-18	-15	108	-6	107

All compounds of this part (from the top)
SMILES	NALP1 inh	PfM18AAP inh	MEKK2 mut-MEK5	OXTR agonist	PHOSPHO1 block	GPR7 antagonist	MEKK2wt PB1 HTS	DNA FID counter	MEKK3 PB1 HTS
Cc1ccc(/C=N/c2sc3c(c2C#N)CCC3)s1	40	20	13	0.4	11	-7	98	-2	99
O=C(NCC1CCCO1)C(=O)NCC(c1ccco1)N1CCN(c2ccccc2)CC1 (stereo unspecified)	19	-2	-1	0.4	-4	-5	104	-33	102
COc1ccc(CC(=O)OCc2cc3cccc(C)c3[nH]c2=O)cc1	-2	4	4	-0.5	-28	-3	100	-10	102
O=C(CSc1ccc2ccccc2c1Br)Nc1cccc(S(=O)(=O)NC2=NCCCCC2)c1	5	3	-4	1.7	-1	-2	94	-23	92
CCc1cccc(C)c1NC(=S)N(CCOC)C(C)c1ccco1 (stereo unspecified)	.	-1	-2	-2.2	34	-3	98	-4	103
Cc1ccc(C)c(NS(=O)(=O)c2c(C)[nH]c(C)c2C(=O)N2CCCCC2)c1	-5	3	4	1.5	20	1	103	-33	100
O=C(COC(=O)c1cn(-c2ccccc2)nc1-c1ccccc1)c1ccc([N+](=O)[O-])cc1	20	2	10	-0.4	1	2	113	-3	103
COc1cccc(CN(C)C(=O)Cc2c[nH]c3ccccc23)c1OC	2	-1	4	2.8	28	3	110	-21	106
CCOC(=O)c1c[nH]c2c(Cl)c(Cl)ccc2c1=O	18	4	-6	-0.3	-16	8	95	1	96
COc1ccc(CNC(=O)COC(=O)/C=C/c2ccc(S(=O)(=O)N3CCOCC3)cc2)cc1	-1	1	-1	3.9	-7	-7	100	-9	99
O=c1c2ccccc2sn1-c1ccc(S(=O)(=O)N2CCCC2)cc1	17	33*	6	8.1	-18	2	105	-4	106
CN(C)c1ccc2nsnc2c1[N+](=O)[O-]	-4	1	-15	0.6	42	-5	92	3	97
CN(C)CCCNC(=S)NCc1ccc(Cl)cc1	32	-3	13	1.1	4	-2	129	4	102
Fc1ccc(COc2cccc(CNCc3ccncc3)c2)cc1	-22	-18	-6	6.5	10	11	97	30	97
CCc1nnc(NC(=O)CSc2nnc(-c3ccccc3OC)n2-c2ccc(C)cc2)s1	10	2	1	-1.1	45	-3	97	-37	95
Cc1cc(C(C)c2ccccc2)c(O)c(CN2CCOCC2)c1C (stereo unspecified)	-11	4	5	-2.7	-18	-15	108	-6	107
C=CCn1c(SCC(=O)Nc2ccccc2OC)nc(O)c(CC)c1=O	-1	4	10	-0.8	-15	9	107	-4	100
Cc1ccc(S(=O)(=O)NC(=O)c2ccc(-c3ccc(C)c4ccccc34)o2)cc1	19	-6	1	1.0	-14	1	100	-25	104
Cc1ccc(NC(=O)c2sc(N)nc2-c2ccc([N+](=O)[O-])cc2)cc1C	25	-11	-24	0.2	19	-13	82	-1	86
COc1ccccc1NC(=O)Cc1coc2cc(C)ccc12	9	-6	-1	-1.0	10	8	98	-15	101
Cc1cccc2cc(CN(Cc3ccc(F)cc3)Cc3nnnn3C3CCCC3)c(=O)[nH]c12	6	2	-1	-0.1	28	4	98	-9	99
Cc1nc2ncccn2c1-c1csc(Nc2cccc(C(=O)O)c2)n1	-4	29*	10	-1.1	-12	0	109	-9	106
COc1ccccc1CNC(=O)C1CCN(C(=O)N(C)C)CC1	16	0	8	-0.1	7	-13	98	-1	99
COc1cc(/C=N/n2c(=S)[nH]nc(C)c2=O)cc([N+](=O)[O-])c1O	1	29*	5	-0.9	64*	-6	101	0	103
COc1ccc(-c2nn(-c3ccccc3)cc2C(=O)Nc2ccc(C(=O)O)cc2)cc1OC	-12	-4	4	-0.9	11	-8	108	-31	100
O=C(CN1C(=O)C(=O)N(C2CCCC2)C1=O)Nc1ccc(N2CCOCC2)cc1	-6	-2	-13	0.1	28	-7	87	-10	101
CCCOc1ccc(C(=O)Nn2c(C)nc3ccccc3c2=O)cc1	5	0	1	0.1	10	2	105	-6	102
COc1ccc(CCNC(=O)c2csc3c2CCCC3)cc1	1	2	-2	-2.0	-1	-7	99	-18	104
C/C(=N/NS(=O)(=O)c1ccc(C)cc1)c1ccc(NC(=O)C(F)(F)F)cc1	32	-4	2	13	-35	5	102	1	103
CN(CC(=O)Nc1ccc(S(=O)(=O)N2CCCC2)cc1)Cc1ccc(Cl)cc1	44	-4	-1	0.6	21	2	103	-6	100
CCn1ncc(C2=NOC(C(=O)Nc3ccccc3C(=O)OC)C2)c1C (stereo unspecified)	26	0	5	6.9	-46	-5	98	-27	98
O=C(Cc1ccc([N+](=O)[O-])cc1)Nc1nccs1	.	-5	-1	2.2	-1	5	97	1	91
O=C(NC1=C(Nc2ccc(Cl)cc2)C(=O)c2ccccc2C1=O)c1ccccc1	26	-13	-5	-3.3	-5	-6	96	8	96
CCN(CC)S(=O)(=O)c1ccc(N2CCCCC2)c(NC(=O)/C=C/c2ccc(OC)c(OC)c2)c1	30	-8	18	-2.5	-41	-17	113	-17	102
COc1ccccc1NC(=O)CSC1=NC(=O)C(NC(C)=O)C(=O)N1 (stereo unspecified)	9	-8	-2	0.2	15	8	100	4	100
CCCCOC(=O)Nc1ccccc1C(=O)OC	3	5	-10	-1.7	27	-5	94	-4	95
Cc1ccc(-n2[nH]c(C)c(/C=N/NC(=O)c3cccc([N+](=O)[O-])c3)c2=O)cc1C	3	2	-1	0.3	-11	-5	96	3	90
O=C1CCN(CCc2ccccc2)CCN1[C@H](CSc1ccc(Br)cc1)Cc1ccccc1	-13	.	2	-0.2	35	.	154*	.	118
O=C1CC(N(Cc2cccs2)C(=O)Nc2ccccc2)C(=O)N1c1ccc(Cl)cc1 (stereo unspecified)	26	2	13	3.2	6	-1	96	-7	101
C/C(=N\NC(=O)CSCc1ccc([N+](=O)[O-])cc1)c1ccccc1O	23	8	-2	0.4	16	4	100	0	102
CCOc1cc(/C=N/O)cc(Cl)c1OC	5	4	10	-1.8	8	-15	106	0	103
Cc1ccc(Cl)cc1NC(=O)COC(=O)CC1CC2CCC1C2 (stereo unspecified)	-15	-2	1	0.0	4	11	99	-15	102
C=CCC(Nc1ccco1)c1ccccc1 (stereo unspecified)	23	8	5	-1.8	-14	1	104	-1	97
Cc1cccc(N(CC(=O)Nc2ccc(F)cc2)S(C)(=O)=O)c1	-6	-2	0	0.2	13	24	98	-6	99
O=C(O)c1cccc(Nc2ncnc3ccc(Br)cc23)c1	24	-10	-4	1.0	15	-7	87	-1	93

Compound profiles (already shown). Order of values: NALP1 inh, PfM18AAP inh, MEKK2 mut-MEK5, OXTR agonist, PHOSPHO1 block, GPR7 antagonist, MEKK2wt PB1 HTS, DNA FID counter, MEKK3 PB1 HTS
O=c1c2ccccc2sn1-c1ccc(S(=O)(=O)N2CCCC2)cc1 is entered as 17, 33*, 6, 8.1, -18, 2, 105, -4, 106
O=C1CCN(CCc2ccccc2)CCN1[C@H](CSc1ccc(Br)cc1)Cc1ccccc1 is entered as -13, ., 2, -0.2, 35, ., 154*, ., 118

Additional results.
SMILES	NALP1 inh	PfM18AAP inh	MEKK2 mut-MEK5	OXTR agonist	PHOSPHO1 block	GPR7 antagonist	MEKK2wt PB1 HTS	DNA FID counter	MEKK3 PB1 HTS
O=C(c1cccs1)N1CCN(c2ccccc2)CC1	13	-1	-1	-0.6	-27	-8	97	-7	98
CCC(=O)c1c(OCc2ccccc2)ccc2c(C)cc(=O)oc12	8	-3	-7	-1.2	-19	0	92	-1	97
CC(=O)C1CCCN(C(=O)c2ccc3oc(CCc4ccccc4)nc3c2)C1 (stereo unspecified)	10	-6	0	6.0	16	5	99	-44	99
O=C(O)CC1(CC(=O)NCc2ccc(F)cc2)CCCCC1	16	3	11	0.7	1	-18	109	-5	110
COc1ccc(-c2ccnc3c(C#N)cnn23)cc1	-19	-9	-38	-2.7	41	-5	68	-2	65
CCCN1CCC(=O)N([C@H](CO)c2ccccc2)CC1	1	-1	11	-0.3	-2	-6	106	-4	105
O=C(NC(Cc1c[nH]c2ccccc12)c1nnc2n1CCCCC2)c1cccs1 (stereo unspecified)	-12	-4	-3	1.7	12	-1	112	-21	97
COc1cccc(CN(C)C(=O)c2cccc(OC3CCN(C4CCCC4)CC3)c2)c1	15	-6	18	0.8	26	-10	117	8	106
COc1ccc(NC(=S)NCCCN2CCCC2=O)c(OC)c1	9	0	-2	-0.4	26	-2	89	-2	84
CCOC(=O)c1c(C)[nH]c(C(=O)/C(C#N)=C/c2ccc(OCC)cc2)c1C	25	-1	3	-1.5	-13	0	97	-8	100
COC(=O)Cn1c(=NC(=O)c2cc(-c3cccs3)nc3ccccc23)sc2cc(S(N)(=O)=O)ccc21	37	3	-2	2.4	-10	13	88	12	99
C[C@@H]1CN(C(=O)c2ccc(OC3CCN(S(=O)(=O)N(C)C)CC3)cc2)C[C@H](C)O1	10	-14	2	0.2	19	12	104	-37	104
Cc1ccc(CNS(=O)(=O)c2c(C)[nH]c(C)c2C(=O)N2CCCCC2)cc1	10	-1	2	-0.3	44	3	101	-24	102
COc1ccc(N2C(=O)CCC(C(=O)N3CCCCC3)C2c2ccc(F)cc2)cc1 (stereo unspecified)	-2	-6	10	0.1	-3	3	104	-26	106
Cc1cccc(NC(=O)CCN2CCOCC2)c1	-2	0	1	0.8	-5	2	105	-1	101
CC(C)Nc1nc(Cl)nc(N(C#N)CN2C(=O)c3ccccc3S2(=O)=O)n1	18	11	-5	-0.3	10	-17	94	-8	99
CN1C(=O)C(CCC(N)=O)NC1=S (stereo unspecified)	3	20	10	-0.7	8	4	105	-2	105

Source: PubChem (several laboratories)
